Shiga inhibitor = inhibitors of Shiga toxin in Vero cells | Vero cells, Shiga toxin protein synthesis inhibition reporter | actives 9.2% (n = 290,000) | inhibition, % at 38.7 µM; in the data active = inhibition mostly above about 28%, no sharp cut-off; inactive = mostly below about 43%; also: 0% is about no effect
LmPK inhibitor = inhibitors of Leishmania mexicana pyruvate kinase; AID 1721; Potency, µM (doses to about 57.5 µM), inactives show top-dose activity change, negative = inhibition, actives largely listed as inhibitors; Q27686; actives 0.37% (n = 290,000); purified LmPK, Kinase-Glo ATP luminescence, 1 h; also: potency is read from the fitted curve at half-maximal effect; % is scaled to controls: 0 for no effect and ±100 for the full control effect
Target sequence (Q27686 whole entry, looked up): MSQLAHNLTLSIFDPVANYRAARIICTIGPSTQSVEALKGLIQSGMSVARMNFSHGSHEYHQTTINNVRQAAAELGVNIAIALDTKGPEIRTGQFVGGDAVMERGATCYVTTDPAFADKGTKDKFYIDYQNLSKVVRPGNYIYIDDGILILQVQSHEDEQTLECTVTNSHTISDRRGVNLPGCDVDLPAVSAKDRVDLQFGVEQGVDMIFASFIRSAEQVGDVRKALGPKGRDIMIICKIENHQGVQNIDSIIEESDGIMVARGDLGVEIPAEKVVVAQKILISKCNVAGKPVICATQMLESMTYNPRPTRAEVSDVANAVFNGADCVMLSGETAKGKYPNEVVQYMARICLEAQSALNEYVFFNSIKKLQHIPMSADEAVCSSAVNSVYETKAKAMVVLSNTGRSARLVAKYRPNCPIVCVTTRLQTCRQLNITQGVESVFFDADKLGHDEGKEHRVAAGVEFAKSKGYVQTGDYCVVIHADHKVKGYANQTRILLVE
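In 50 mM imidazole pH 7.2 with 7 mM MgCl2, LmPK (0.1 nM) turned over PEP (0.5 mM) and ADP (0.1 mM) for 1 h at room temperature. Luciferase read-out of ATP.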
AmpC no deterg = blocks E. coli AmpC beta-lactamase in detergent-free assay | P00811 | AmpC nitrocefin hydrolysis, absorbance 480 nm, 0.0001% Triton | Potency, µM (series often up to 57.1 µM), inactives show at the highest dose activity change, negative = inhibition, usual class: inhibitors | actives 0.52% (n = 330,000);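 also: potency is read from the fitted curve at half-maximal effect; plate controls were no compound for no effect and no enzyme for full effect; nearly all actives have a fitted effect of over 20% in size; some results filed as inactive show a strong effect at the top dose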
Target sequence (P00811 whole entry, looked up): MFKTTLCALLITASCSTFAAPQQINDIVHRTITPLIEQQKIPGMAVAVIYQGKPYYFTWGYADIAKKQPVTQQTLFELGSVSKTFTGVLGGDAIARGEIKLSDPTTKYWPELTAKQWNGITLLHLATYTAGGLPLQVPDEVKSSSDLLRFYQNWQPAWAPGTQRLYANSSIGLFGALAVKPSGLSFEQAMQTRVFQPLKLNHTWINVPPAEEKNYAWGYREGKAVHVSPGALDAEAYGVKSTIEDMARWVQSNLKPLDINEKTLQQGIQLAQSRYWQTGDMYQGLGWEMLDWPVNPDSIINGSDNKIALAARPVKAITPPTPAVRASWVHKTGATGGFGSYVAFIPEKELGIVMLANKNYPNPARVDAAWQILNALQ
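AmpC (5.3 nM in the dispensed reagent) in 20 mM phosphate pH 7.0 with 0.01% (detergent screen) or 0.0001% Triton X-100 was preincubated with compounds for 15 min at room temperature. Nitrocefin was then added from an 800 uM solution, and hydrolysis was followed at 480 nm.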
Tb PYK inh = inhibitors of Trypanosoma brucei pyruvate kinase. Q57TT1. TbPYK enzyme, Kinase-Glo Plus ATP luminescence, 45 min. Potency, µM (titrated, usually from 76.8 µM), for inactives: at the highest dose activity, negative = inhibition, hits mostly inhibitors. actives 0.12% (n = 410,000); also: potency is read from the fitted curve at half-maximal effect; % is scaled to controls: 0 for no effect and ±100 for the full control effect; nearly all actives have a fitted effect of over 50% in size
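Screened from lowest to highest concentration, compounds were pinned into TbPYK/substrate mixtures, and ADP (130 uM final) was added. Plates sat at room temperature for 45 min prior to Kinase-Glo Plus detection by luminescence.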
Pf growth 48h = P. falciparum growth inhibition at 48 hours (one generation). P. falciparum luciferase growth in erythrocytes, 48 h. Potency, µM (titrated, usually from 28.7 µM), inactives show at the highest dose activity change, negative = inhibition, usual class: inhibitors. actives 5.9% (n = 310,000). AID 504832; also: potency is read from the fitted curve at half-maximal effect; % is scaled to controls: 0 for no effect and ±100 for the full control effect
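Luciferase-expressing parasites in RBCs, 2% Hct / 0.1% parasitemia final; RPMI 1640 + 0.5% Albumax; 37 C, 5% CO2, one generation; luminescence read-out, lower signal = inhibition.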
CHX counter = counter-screen for Shiga toxin inhibitors: cycloheximide protein synthesis inhibition | actives 12% (n = 300,000) | max response, % | cell reporter, cycloheximide protein synthesis inhibition counterscreen; in the data active = max response mostly above about 13%, no sharp cut-off; inactive = mostly below about 14%; also: read at 38.3 µM for the half of the compounds with a filed dose; 0% is about no effect
Pf growth 96h = inhibits malaria parasite growth, 96 h. P. falciparum luciferase reporter growth, 96 h. actives 6.9% (n = 320,000). AID 504834. Potency, µM (highest dose often 28.7 µM), for the others: at the highest dose activity change, negative = inhibition, hits mostly inhibitors; also: potency is read from the fitted curve at half-maximal effect; % is scaled to controls: 0 for no effect and ±100 for the full control effect
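Two-generation exposure (96 h) targets delayed-death phenotype. Reporter parasites carrying integrated firefly luciferase, in red cells at 2% hematocrit and 0.05% parasitemia final, kept at 37 C, 5% CO2; luminescence loss indicates inhibition.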
Active calls of the source: *; ? = inconclusive; . = not tested or not shown; & = joins results of further samples; [ ] = remark or other dose. Unless noted, calls follow the shape of the dose curve; as a rule, active = well fitted curve in the direction sought with a large enough effect; inconclusive = small, poorly fitted or top-dose-only effect, or another doubt; inactive = no such curve, though single readings can be large; an effect the other way counts as inactive or inconclusive. The order is random (roughly 22% active in at least one column).

SMILES	Shiga inhibitor	LmPK inhibitor	AmpC no deterg	Tb PYK inh	Pf growth 48h	CHX counter	Pf growth 96h
COc1ccc(CN2CCN(Cc3c[nH]c4ccccc34)CC2)cc1	19	-11%	-36%	28%	?	5	16%
COC(=O)C1=C(c2ccc(F)cc2OCc2ccccc2)C[C@@H]2CC[C@H]1N2C(=O)NCc1ccc(C)cc1	.	.	-26%	3%	9.3µM*	.	?
Cc1cccc(C)c1NC(=O)CC1SC2=NCCN2C1=O (stereo not drawn)	-11	-11%	-21%	0%	-22%	-1	.
Cc1ccc(-c2csc(/C(C#N)=C(\O)CCl)n2)cc1	93*	2%	-25%	-14%	58%[activator]	33*	27%
CC(C)Oc1ccc(/C=C(/NC(=O)c2ccccc2)C(=O)NC(Cc2ccccc2)C(=O)O)cc1 (stereo not drawn)	-2	10%	-12%	5%	24%	-3	1%
COc1cccc(NC(=O)C(c2ccccc2)N2CCNC(=O)C2)c1 (stereo not drawn)	-7	-4%	-27%	.	8%	-1	-4%
COC(=O)c1cccc(NC(=O)C2COc3ccccc3O2)c1C (stereo not drawn)	54	6%	-11%	1%	25%	20	28%
COc1ccc(NC(=O)C2CCN(S(=O)(=O)c3ccc4c(c3)CC(C)N4C(C)=O)CC2)c(OC)c1 (stereo not drawn)	-14	3%	67%[activator]	1%	?	-1	?
CCOC(=O)C1=NN(c2ccc(OC)cc2)C2C(=O)N(c3ccccc3OC)C(=O)C12 (stereo not drawn)	-10	4%	44%	-7%	-26%	-2	59%[activator]
C=CCc1ccc(OCCCCNC(C)CC)c(OC)c1 (stereo not drawn)	-10	-3%	-3%	0%	-13%	-2	118%[activator]
COc1ccc(C2/C(=C(/O)c3ccc(C)cc3)C(=O)C(=O)N2C)cc1 (stereo not drawn)	-4	-1%	-18%	-1%	19%	1	-7%
O=C1CC(N2CCN(S(=O)(=O)c3ccccc3F)CC2)C(=O)N1c1ccccc1Cl (stereo not drawn)	.	.	48%	-20%	?	.	8%
O=C(Nc1ccc(-c2nc3ccccc3o2)cc1)c1cc(-n2cnnc2)ccc1Cl	56*	2%	177%[activator]	2%	12µM*	23*	15µM*
CN(C(=O)c1cccs1)c1ccccc1C(=O)O	-20	1%	-20%	-2%	-2%	-2	?
O=c1cccccc1NN=C1CCCCC1	80*	-2%	-20%	-4%	?	35*	110%[activator]
Cc1cc(C)nc(SCC(=O)NNS(=O)(=O)c2ccc(C#N)cc2)n1	.	.	-9%	3%	0%	.	45%[activator]
COc1cccc(CNC(=O)Cn2nc(C)c3c(C)n(-c4ccc(C)cc4)nc3c2=O)c1OC	-9	9%	-10%	-3%	8%	3	?
CCOP(=O)(OCC)C(NC(=O)c1cccc([N+](=O)[O-])c1)C(Cl)(Cl)Cl (stereo not drawn)	-14	2%	1%	-1%	9%	2	23%
CCCCNC(=O)CN(C1CCCCC1)S(C)(=O)=O	-6	6%	-12%	0%	0%	-1	.
COc1ccc(S(=O)(=O)N2CCC(C(=O)NCC3CCCCC3)CC2)cc1	1	10%	32%	-3%	-14%	-2	35%[activator]
O=C(COc1ccccc1Cl)Nn1cnnc1	-5	-2%	-9%	0%	4%	-3	22%
Cc1cc(NC(=O)c2cc(C3CC3)on2)n(-c2ccccc2)n1	12	4%	-7%	-5%	13%	-1	2.6µM*
O=C(CSc1nnc(NC(=O)Cc2ccccc2)s1)NCC1CCCO1 (stereo not drawn)	-4	13%[11.5 µM]	-30%	-12%	-11%	-3	31%
Cc1cccc(C2N=C(N)Nc3nc4ccccc4n32)c1 (stereo not drawn)	24	2%	-25%	4%&-11%	-17%	-2	0%
O=S(=O)(O)c1cc2oc(-c3ccccc3)nc2c2ccccc12	.	.	-27%	-19%	-22%	.	32%[activator]

The last 3 records of the section above lead into the next:
SMILES	Shiga inhibitor	LmPK inhibitor	AmpC no deterg	Tb PYK inh	Pf growth 48h	CHX counter	Pf growth 96h
O=C(CSc1nnc(NC(=O)Cc2ccccc2)s1)NCC1CCCO1 (stereo not drawn)	-4	13%[11.5 µM]	-30%	-12%	-11%	-3	31%
Cc1cccc(C2N=C(N)Nc3nc4ccccc4n32)c1 (stereo not drawn)	24	2%	-25%	4%&-11%	-17%	-2	0%
O=S(=O)(O)c1cc2oc(-c3ccccc3)nc2c2ccccc12	.	.	-27%	-19%	-22%	.	32%[activator]
Cc1nc2ccccc2n1CC(O)COc1ccccc1Cl (stereo not drawn)	-5	1%	81%[activator]	-1%	?	12	?
CC(C)(C)C(=O)CN1C(=O)NC2(CCc3ccccc32)C1=O (stereo not drawn)	18	5%	-2%	8%	12%	-2	2%
CCc1ccccc1N1CC(C(=O)O)CC1=O (stereo not drawn)	-21	0%	-8%	8%	7%	-2	10%
Cc1ccc(C(=O)NCCc2ccc(S(N)(=O)=O)cc2)cc1[N+](=O)[O-]	-9	1%	-28%	-3%	-21%	-3	-23%
O=C(NCCc1ccccc1)C1CCCN(S(=O)(=O)c2cccs2)C1 (stereo not drawn)	14	2%	?	10%	-12%	-4	-19%
Cc1ccc(F)cc1NC(=O)N1CCNC(=O)C1CC(=O)Nc1cc(Cl)ccc1Cl (stereo not drawn)	10	-1%	153%[activator]	-8%	4%	-1	7%
O=C(Nc1ccc(N2C(=O)C3C4C=CC(C4)C3C2=O)cc1)Nc1nncs1 (stereo not drawn)	-13	7%	-30%	1%	-17%	-3	?
CC1CCC2C(=O)N(c3cccc(OS(=O)(=O)c4ccccc4)c3)C(=O)C2C1 (stereo not drawn)	-13	-4%	-16%	8%	?	-4	191%[activator]
O=C(O)c1cc([N+](=O)[O-])c(Nc2cccc3ccccc23)c([N+](=O)[O-])c1	1	6%	-28%	0%	27%	-3	3.3µM*
CCCc1cc(C(=O)NCc2ccc(OC)cc2)no1	77*	-11%	-3%	4%	.	21*	46%[activator]
COc1cccc(/C=C2\N=C(C3CCCCC3)OC2=O)c1OC	13	8%	-10%	0%	12%	52*	?
CCN(CC)S(=O)(=O)c1ccc(N2CCN(c3ccccc3O)CC2)nc1	26	-2%	-27%	-1%	?	13	13µM*
O=C(NNS(=O)(=O)c1ccc(F)cc1)c1ccccc1	-8	0%	-7%	-5%	7%	-2	?
Cc1ccc(-n2c(=O)c(C#N)cc3c(=O)n4cccc(C)c4nc32)cc1	14	8%	11%	-8%	.	0	-14%
Cn1c(=O)c2c(-c3ccc(C(C)(C)C)cc3)n(N3CCOCC3)cc2n(C)c1=O	23	-4%	-10%	-3%	6%	7	?
COc1cc2c(cc1O)[C@@H]1Cc3cc(O)c(OC)cc3[C@H](C2)N1C	-8	-8%	-10%	3%	44%[activator]	-3	6%
CCOc1ccc(-n2nc(C(=O)N3CCN(CC)CC3)c3ccccc3c2=O)cc1	0	2%	16%	-17%	4.1µM*	0	?
Nc1ccc2oc(-c3cccc4ccccc34)nc2c1	-2	1%	5%	-1%	62%[activator]	-2	.
CCOC(=O)c1c(C)[nH]c(C(=O)COC(=O)CNC(=O)c2ccc(Cl)cc2Cl)c1C	15	2%	-38%	-15%	2%	0	6%
COc1cccc2[nH]c3c(N4CCN(Cc5ccc6c(c5)OCO6)CC4)ncnc3c12	-16	4%	-2%	.	?	0	10%
Cc1ccc(N2CC(C(=O)Nc3nc4ccc(S(C)(=O)=O)cc4s3)CC2=O)cc1C (stereo not drawn)	-14	7%	58%	2%	1%	-5	-3%
COc1ccc(-c2c(-c3cc(OC)cc(OC)c3)n(C)c3ccc(-c4ccc(OC)cc4F)cc23)cc1	.	.	-19%	3%	19%	.	?
O=C(NCc1nnc(SCC(=O)N2CCCC2)o1)c1ccccc1F	29	-12%	-19%	-2%	6%	-2	-1%
Cc1nc2c(-c3ccccc3)c[nH]n2c(=O)c1Cc1ccccc1	121*	0%[11.5 µM]	-20%	3%	105%[activator]	62*	60%[activator]
CCC(=O)N1CCC2(CC1)Oc1ccc(F)cc1C(=O)C21CC(c2cccnc2)=NO1 (stereo not drawn)	17	-1%	99%[activator]	5%	48%[activator]	-2	27%
(continued)
SMILES	Shiga inhibitor	LmPK inhibitor	AmpC no deterg	Tb PYK inh	Pf growth 48h	CHX counter	Pf growth 96h
Clc1ccc(SCc2cc(N3CCOCC3)nc(-c3ccccn3)n2)cc1	2	1%	104%[activator]	1%	?	-4	?
CC1(C)CC(=O)c2sc(NS(=O)(=O)c3ccccc3)nc2C1	-6	0%	-15%	-3%	-11%	-4	33%[activator]
CCc1ccccc1NC(=O)/C(C#N)=C/c1ccc(Sc2ccccc2)o1	9	-5%	-24%	1%	?	-1	?
COC(=O)c1cn(C(=O)c2ccc(F)cc2)c2ccccc12	-4	0%	-28%	2%	-1%	-3	6%
Cc1c(CC(=O)N[C@@H](C)C(=O)O)c(=O)oc2cc3occ(-c4ccccc4)c3cc12	-1	1%	-22%	1%	7%	-1	22%
O=C(CCN1C(=O)c2ccccc2C1=O)C1=NN[C@@H]2C(=O)N(c3cccc(Cl)c3)C(=O)[C@H]12	12	2%	-18%	5%	4%	-3	-6%
Cc1cc(-c2ccc(C(C)C)c(S(=O)(=O)N3CCOc4ccccc43)c2)on1	-2	1%	-8%	-8%	15µM*	-2	19%
COc1ccc(CC(=O)Nc2ccc(-c3noc(-c4ccc(Cl)cc4)n3)cc2)cc1	10	-4%	-16%	2%	27%	6	.
Cc1ccc(F)cc1NC(=O)N1c2ccccc2NC(=O)CC1C (stereo not drawn)	-2	4%	-18%	-1%	53%[activator]	-1	-6%
O=c1c2cc(Br)ccc2nc(-c2ccc(Cl)cc2)n1O	-2	18%	-21%	-5%	0%	1	0%
Cn1c(NC(=O)C2CCCC2)cc(=O)n(C)c1=O	-11	0%	0%	6%	.	-1	-25%
NC(N)=NN=C1c2ccccc2-c2ccccc21	-6	-2%	-25%	-5%	?	1	?
CCOC(=O)c1sc(/N=C/N(C)C)c(C(=O)OCC)c1C	15	-8%	12%	-1%	12%	-2	47%[activator]
Cc1c(C(=O)N2CCC3(CC2)OCCO3)oc2ccccc12	28	1%	0%	5%	8%	11	38%[activator]
Cc1ccccc1-n1c(-c2ccco2)nc2ccccc2c1=O	10	4%	-34%	0%	?	0	-7%
CCOC(=O)C1CCCCN1Cc1ccc(-c2ccccc2)cc1 (stereo not drawn)	5	-2%	31%	-8%	40%	3	?
O=[N+]([O-])c1cc(Br)cc(/C=N/n2cnnc2)c1O	3	-1%	-30%	2%	24%	-3	54%[activator]

Ordered by length of the SMILES (high to low): some entries from above.
SMILES	Shiga inhibitor	LmPK inhibitor	AmpC no deterg	Tb PYK inh	Pf growth 48h	CHX counter	Pf growth 96h
COc1ccc(C2/C(=C(/O)c3ccc(C)cc3)C(=O)C(=O)N2C)cc1 (stereo not drawn)	-4	-1%	-18%	-1%	19%	1	-7%
COc1ccc(S(=O)(=O)N2CCC(C(=O)NCC3CCCCC3)CC2)cc1	1	10%	32%	-3%	-14%	-2	35%[activator]
CCOC(=O)c1sc(/N=C/N(C)C)c(C(=O)OCC)c1C	15	-8%	12%	-1%	12%	-2	47%[activator]
O=c1c2cc(Br)ccc2nc(-c2ccc(Cl)cc2)n1O	-2	18%	-21%	-5%	0%	1	0%
